ABCG2 inh – blocks JC-1 efflux by human ABCG2 transporter; inhibition, % at 6.6 µM; Q9UNQ0; 0.1% of 190,000 active; IgMXP3 cells, flow cytometry;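 active means inhibition above 80%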;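 further: 0% = DMSO and 100% = nicardipine control wells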
Target sequence (Q9UNQ0 whole entry, looked up): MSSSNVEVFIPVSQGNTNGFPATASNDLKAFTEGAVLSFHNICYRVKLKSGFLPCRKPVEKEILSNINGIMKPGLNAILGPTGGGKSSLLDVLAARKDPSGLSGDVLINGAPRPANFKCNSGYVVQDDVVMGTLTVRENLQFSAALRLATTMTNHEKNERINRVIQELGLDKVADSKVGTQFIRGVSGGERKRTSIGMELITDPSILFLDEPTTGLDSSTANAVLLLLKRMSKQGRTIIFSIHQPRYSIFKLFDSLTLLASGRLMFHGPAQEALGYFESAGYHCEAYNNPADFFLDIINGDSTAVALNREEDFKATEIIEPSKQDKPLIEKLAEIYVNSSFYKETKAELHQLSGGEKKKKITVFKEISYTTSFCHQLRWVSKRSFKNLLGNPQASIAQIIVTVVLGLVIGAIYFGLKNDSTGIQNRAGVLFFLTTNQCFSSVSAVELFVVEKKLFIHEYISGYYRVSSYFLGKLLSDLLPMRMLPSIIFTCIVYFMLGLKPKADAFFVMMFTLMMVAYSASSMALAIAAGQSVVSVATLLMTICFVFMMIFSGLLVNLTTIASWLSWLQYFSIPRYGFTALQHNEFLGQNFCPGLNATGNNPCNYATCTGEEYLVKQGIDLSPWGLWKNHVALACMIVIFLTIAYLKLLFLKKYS
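System: two drug-resistant human cell lines, ABCG2 and ABCB1; controls: nicardipine high and DMSO low controls; times: 10 min exposure at 25 °C with rotation, no wash; detection: flow cytometry of retained JC-1 fluorescence; read-out basis: percent efflux inhibition, scaled nicardipine 100% to DMSO 0%; doses: one concentration, 6.6 µM final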
Bim-Bcl-2 – inhibitors of Bim-Bcl-2 interaction, human; AID 950; Bead-based flow cytometry, Bim peptide-Bcl-2 binding; 0.06% of 190,000 active; inhibition, % at 10 µM; in the data active means inhibition above about 40%; inconclusive means no clear call, values can overlap the other calls;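 further: 0% = no compound wells with probe peptide and 100% = reference peptide inhibitor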
Bcl-W Bim block – inhibitors of Bim-Bcl-W interaction, human; Q92843; bead-based flow cytometry, Bim peptide-Bcl-W binding; inhibition, % at 10 µM; 0.02% of 190,000 active;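 further: 0% = bound tracer without compound and 100% = peptide blocker; higher means less fluorescent Bim peptide bound to Bcl-W beads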
RGS4-Gao reg – modulates binding of RGS4 to human Galphao | binding response (% of control), % at 10 µM | Multiplexed bead flow cytometry; actives lie on both sides | 0.33% of 220,000 active | P09471; in the data active means binding response below about 49% or above about 150%; inactive means in between;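 further: fluorescent Galphao activated with aluminum fluoride binding bead-coupled RGS4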
Target sequence (P09471 whole entry, looked up): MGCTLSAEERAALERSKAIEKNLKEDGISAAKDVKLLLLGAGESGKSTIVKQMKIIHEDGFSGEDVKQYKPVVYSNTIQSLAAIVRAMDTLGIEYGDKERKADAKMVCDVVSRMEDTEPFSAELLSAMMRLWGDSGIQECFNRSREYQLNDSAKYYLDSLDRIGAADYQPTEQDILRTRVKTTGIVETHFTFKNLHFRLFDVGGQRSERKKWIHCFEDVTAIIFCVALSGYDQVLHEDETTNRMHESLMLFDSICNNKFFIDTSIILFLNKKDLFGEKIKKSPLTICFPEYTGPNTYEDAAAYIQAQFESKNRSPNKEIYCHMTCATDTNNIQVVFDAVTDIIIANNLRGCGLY
Bim-Bfl-1 – inhibitors of Bim-Bfl-1 interaction, human; Q16548; inhibition, % at 10 µM; Bead-based flow cytometry, Bim-Bfl-1 binding inhibition; 0.12% of 190,000 active;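 further: 0% = wells without compound plus tracer and 100% = blocker peptide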
Bcl-B Bim block – human Bim-Bcl-B interaction inhibition; Q9HD36; bead-based flow cytometry, Bim peptide-Bcl-B binding; inhibition, % at 10 µM; 0.073% of 190,000 active; AID 951;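 further: 0% = tracer peptide without compound and 100% = reference inhibitor peptide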
Bim-Bcl-XL – inhibitors of Bim-Bcl-XL interaction, human; inhibition, % at 10 µM; 0.04% of 190,000 active; Bim peptide-Bcl-XL binding, bead flow cytometry, fluorescence; AID 1007; Q07817
RGS7-Gao – human RGS7-Galphao interaction regulation; Multiplexed bead flow cytometry, RGS7-Galphao binding; actives lie on both sides; binding response (% of control), % at 10 µM; 0.35% of 220,000 active; AID 1439; in the data active means binding response below about 49% or above about 150%; inconclusive means no clear call, values can overlap the other calls; inactive means in between;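 further: fluorescent Galphao held in activated GDP-AlF4 state binding bead-coupled RGS7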
ABCB1 block – inhibitors of human ABCB1 transporter, ABCG2 counter-screen. 0.067% of 190,000 active. inhibition, % at 6.6 µM. CCRF-Adr cells, JC-1 efflux, flow cytometry. P08183; in the data active means inhibition above about 40%;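 further: 0% = vehicle and 100% = reference inhibitor; higher value means more JC-1 retained so stronger ABCB1 efflux block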
Avidin bead fluor – avidin bead compound fluorescence profile. fluorescence (KMESF) at 10 µM. Avidin beads, compound fluorescence 488/530 nm, flow cytometry; stronger effect = higher value. 0.38% of 220,000 active; in the data active means fluorescence above about 47; further: inactives centre near 10
GSH fluor – GSH bead compound fluorescence profile; GSH beads flow cytometry, compound fluorescence 488/530 nm; stronger effect = higher value; fluorescence (KMESF) at 10 µM; AID 1776; 0.25% of 190,000 active; in the data active means fluorescence above about 89;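 further: glutathione beads carrying GST-tagged Bcl family fusion proteins plus one bare bead set; values are compound well signal with DMSO vehicle wells as background; inactives centre near 16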
* marks the source's active call; other numbers are inactive results; u = inconclusive; x = not tested or not shown. Unless noted, no stated cut-off is given here; in the data, active means inhibition above about 40%.

SMILES | ABCG2 inh | Bim-Bcl-2 | Bcl-W Bim block | RGS4-Gao reg | Bim-Bfl-1 | Bcl-B Bim block | Bim-Bcl-XL | RGS7-Gao | ABCB1 block | Avidin bead fluor | GSH fluor
CC(C(=O)OCC(=O)Nc1cccc(S(=O)(=O)N2CCOCC2)c1)N1C(=O)c2ccccc2C1=O (stereo unspecified) | 4 | 1 | -2 | 101 | -2 | -4 | -3 | 108 | 0.4 | 6 | 20
Fc1cccc(NC(=S)NCc2cccnc2)c1 | 1 | -10 | -5 | 99 | -9 | -11 | -10 | 96 | 0.1 | 10 | 12
COc1ccc2c(C)cc(N3CCN(c4ccc(F)cc4)CC3)nc2c1 | 5 | -3 | 1 | 109 | -7 | -8 | -7 | 111 | 0.8 | 19 | 5
Cc1occc1C(=O)NNS(=O)(=O)c1ccc(Cl)cc1 | 0 | -1 | 1 | 97 | 0 | 0 | -1 | 97 | 0.2 | 4 | 9
O=C(c1cnc(-c2ccc(Cl)cc2)s1)c1ccc(Cl)cc1Cl | 0 | 0 | 0 | 105 | -4 | 0 | -2 | 102 | -0.3 | 23 | 56
COCCNC(=O)/C(C#N)=C/c1ccc(OCc2ccccc2)cc1 | 31 | -5 | -3 | 105 | -9 | -4 | -4 | 98 | -1.9 | 10 | 12
Cc1c(NC(=S)NC(NC(=O)C(C)(C)C)C(Cl)(Cl)Cl)c(=O)n(-c2ccccc2)n1C (stereo unspecified) | -1 | -8 | -5 | 98 | -8 | -9 | -6 | 98 | -0.1 | 21 | 15
CCN(C(=O)COC(=O)c1cn(-c2ccccc2)nc1-c1ccccc1)C1CCS(=O)(=O)C1 (stereo unspecified) | -4 | -6 | -3 | 100 | -6 | -5 | -6 | 104 | -1.9 | 12 | 19
O=C(CCC1CCCCC1)Nc1cccnc1 | 2 | -9 | 3 | x | -7 | -8 | -6 | x | -0.3 | x | 38
COc1ccc(S(=O)(=O)NCC2CCCN(C(=O)C=C(C)C)C2)cc1 (stereo unspecified) | 2 | -2 | 0 | 101 | -4 | -1 | 0 | 101 | 0.6 | 11 | 17
Cc1nnc(NC(=O)CSc2ccc3nnc(-c4cccnc4)n3n2)s1 | 5 | 0 | -1 | 105 | -1 | -2 | -1 | 103 | -0.1 | 9 | 21
CCN(CC)S(=O)(=O)c1ccc2oc(Nc3ccc4c(c3)OCCO4)nc2c1 | 0 | 0 | -1 | 104 | -2 | -4 | -4 | 99 | 0.0 | 38 | 19
CN(C)[C@@H]1C(=O)C(C(N)=O)=C(O)[C@@]2(O)C(=O)C3=C(O)c4c(O)ccc(Cl)c4[C@@H](O)[C@H]3C[C@@H]12 | 6 | 3 | 3 | 94 | 4 | -2 | 2 | 89 | 0.0 | 4 | 19
CCN(CC)C(=O)CSc1nnc(-c2ccccc2)n1-c1ccccc1 | 4 | -6 | -2 | 92 | -7 | -7 | -16 | 89 | 0.4 | 11 | 26
COc1cc(C(=O)NCc2ccccc2)cc(Br)c1OC | 7 | 0 | 0 | 101 | 0 | 0 | 3 | 103 | 1.0 | 5 | 7
CN(C)S(=O)(=O)c1cccc(C(=O)OCC(=O)NCc2ccc3c(c2)OCO3)c1 | 6 | 2 | 0 | 101 | 7 | 7 | 0 | 99 | 0.9 | 10 | 22
Cc1c(-c2nn(C)c(=O)c3ccccc23)oc2ccc(F)cc2c1=O | 5 | -7 | 2 | 104 | -12 | -10 | -5 | 98 | 2.2 | 9 | 40
COc1ccc(C2C(C(=O)c3sc(C)nc3C)=C(O)C(=O)N2CCN2CCOCC2)cc1 (stereo unspecified) | 2 | 0 | -2 | 108 | -2 | -1 | -2 | 106 | 0.5 | 7 | 65
CCOc1ncccc1C(=O)OCC(=O)N1CCN(S(=O)(=O)c2ccccc2)CC1 | -1 | -1 | 1 | 69 | -1 | 0 | 0 | 76 | 0.3 | 4 | 12
Cc1cccc(CN(C)CCc2ccccn2)c1 | 2 | 1 | -1 | 99 | 0 | -1 | -4 | 105 | 0.7 | 33 | 15
CC1Cc2ccccc2N1C(=O)CNc1ccccc1N1CCCCC1 (stereo unspecified) | 3 | 0 | -2 | 105 | -1 | -5 | -1 | 103 | 0.6 | 13 | 65
Cc1cc(C)n(-c2ccc(C(F)(F)F)cc2[N+](=O)[O-])n1 | 1 | -3 | 0 | 92 | -5 | -3 | 0 | 102 | 0.4 | 11 | 10
O=C(NCc1cccnc1)c1cc(-c2ccccc2)on1 | 4 | -2 | -3 | 97 | 0 | -2 | -5 | 98 | 0.9 | 15 | 15
COc1ccc(N2C(=O)C(Cl)=C(N3CCN(Cc4ccccc4)CC3)C2=O)cc1 | 6 | -9 | -4 | 101 | -12 | -8 | -7 | 94 | 2.3 | 15 | 24

The final 3 records of the section before are carried over, then new ones follow:
SMILES | ABCG2 inh | Bim-Bcl-2 | Bcl-W Bim block | RGS4-Gao reg | Bim-Bfl-1 | Bcl-B Bim block | Bim-Bcl-XL | RGS7-Gao | ABCB1 block | Avidin bead fluor | GSH fluor
Cc1cc(C)n(-c2ccc(C(F)(F)F)cc2[N+](=O)[O-])n1 | 1 | -3 | 0 | 92 | -5 | -3 | 0 | 102 | 0.4 | 11 | 10
O=C(NCc1cccnc1)c1cc(-c2ccccc2)on1 | 4 | -2 | -3 | 97 | 0 | -2 | -5 | 98 | 0.9 | 15 | 15
COc1ccc(N2C(=O)C(Cl)=C(N3CCN(Cc4ccccc4)CC3)C2=O)cc1 | 6 | -9 | -4 | 101 | -12 | -8 | -7 | 94 | 2.3 | 15 | 24
CC(=O)c1cccc(N(CC(=O)N2CCOCC2)S(C)(=O)=O)c1 | 0 | 0 | 2 | 98 | 0 | -1 | -1 | 95 | -0.1 | 12 | 16
CC(C)(C)C1CCc2sc(C(=O)NNC(=O)CCl)cc2C1 (stereo unspecified) | 2 | 1 | -3 | 101 | -4 | 0 | -1 | 108 | -0.1 | 6 | 10
Nc1nc(NCc2ccccc2)nc(NCc2ccccc2)c1[N+](=O)[O-] | 18 | -19 | -5 | 107 | -12 | -10 | -8 | 102 | 1.0 | 13 | 15
O=C(NCCc1ccccc1)c1noc2c1CCc1ccccc1-2 | -1 | -2 | 0 | 100 | -8 | -6 | -4 | 98 | -0.1 | 33 | 23
Cc1ccccc1Oc1cc(-n2ncc(Cl)c(Cl)c2=O)ncn1 | 1 | 5 | 2 | 100 | 8 | -4 | 0 | 102 | 0.4 | 11 | 4
Cc1cc(C)c2[nH]c(=O)c(=O)[nH]c2c1 | 38 | -9 | -1 | 102 | -17 | -8 | -6 | 98 | 1.3 | 33 | 23
Cc1cccc(OCC(O)CN2C(C)(C)CC(O)CC2(C)C)c1 (stereo unspecified) | 26 | -9 | 1 | 101 | -16 | -11 | -9 | 100 | 0.8 | 14 | 35
CCN(Cc1ccccc1)C(=O)Cn1cc2c(n1)CCCC2 | 1 | 0 | -1 | 106 | -1 | -2 | -3 | 104 | 0.4 | 5 | 21
COc1ccc(C2=NN(C(=O)c3cccs3)C(O)(C(F)(F)F)C2)cc1 (stereo unspecified) | 9 | -6 | -1 | 99 | -5 | -2 | 0 | 100 | 0.5 | 3 | 11
CCN(CC)CCNC(=O)c1c(O)c2cccc3c2n(c1=O)CCC3 | 4 | -9 | 4 | 99 | -13 | -5 | 2 | 98 | 1.9 | 14 | 44
CN(C(=O)CSc1nc(C2CC2)nc2ccccc12)c1nc(-c2ccccc2)cs1 | 23 | -12 | -4 | 100 | -17 | -12 | -11 | 101 | 1.3 | 22 | 25
CC(C)(C)NC(=O)Cn1c(=O)n(CC(=O)NC(C)(C)C)c2ccccc21 | 1 | -1 | 1 | 99 | -6 | 0 | 0 | 97 | 0.2 | 12 | 14

An excerpt from above with just Bim-Bfl-1 and Bim-Bcl-XL:
molecule,Bim-Bfl-1,Bim-Bcl-XL
Cc1ccccc1Oc1cc(-n2ncc(Cl)c(Cl)c2=O)ncn1,8,0
Cc1cc(C)c2[nH]c(=O)c(=O)[nH]c2c1,-17,-6

Next part.
SMILES | ABCG2 inh | Bim-Bcl-2 | Bcl-W Bim block | RGS4-Gao reg | Bim-Bfl-1 | Bcl-B Bim block | Bim-Bcl-XL | RGS7-Gao | ABCB1 block | Avidin bead fluor | GSH fluor
CCC(=O)Nc1ccc(C(=O)N/N=C/c2cc(Br)c(OC)cc2OC)cc1 | -2 | 3 | -1 | 100 | 2 | -2 | -2 | 103 | -0.8 | 12 | 7
COc1ccc(-c2noc(COc3ccc4c(c3)OCO4)n2)cc1 | 7 | -1 | -1 | 101 | 0 | 0 | -1 | 98 | 1.4 | 8 | 20
COC(=O)c1ccc(-c2nc3cc(Cl)c(N)cc3s2)cc1 | 0 | 0 | -1 | 98 | 0 | 0 | -2 | 100 | -0.2 | 33 | 17
CCc1cc(-c2n[nH]c(C)c2Oc2ccc(C(C)C)cc2)c(O)cc1O | -1 | -5 | -1 | 100 | -1 | -2 | -3 | 103 | -0.2 | x | 11
O=C(Cn1nnc(-c2ccccc2)n1)N/N=C/c1cccc([N+](=O)[O-])c1O | 0 | -1 | 1 | 94 | -4 | 0 | -3 | 93 | 0.1 | 19 | 11
Cc1ccc2c(CC(=O)N3CCOCC3)coc2c1 | 0 | 0 | 4 | 96 | 5 | -1 | 2 | 92 | 1.1 | 5 | 21
Cc1ccccc1NC(=O)CSc1ccsc1[N+](=O)[O-] | 12 | 0 | -4 | 94 | 2 | -4 | -7 | 91 | 0.1 | 10 | 3
Cc1nn(C)c(C)c1NC(=O)Nc1cccc(C(F)(F)F)c1 | 0 | -1 | 0 | 95 | -5 | -2 | -2 | 99 | 0.2 | 10 | 26
COC(=O)c1[nH]c2ccc(F)cc2c1NC(=O)CCN1CCN(C(=O)c2ccco2)CC1 | x | -3 | 0 | 96 | -15 | -3 | 1 | 102 | x | 5 | 16
Cc1ccsc1/C=C1/NC(=O)N(Cc2ccc(F)cc2)C1=O | -1 | -2 | 2 | 102 | -4 | -1 | -3 | u | 0.2 | 11 | 11
